NOD1 inhibition: NOD1 signaling inhibitors, primary screen, cell-based, luminescence, uHTS (AID 1578); NOD1-driven NF-kB luciferase reporter cells, luminescence; higher % means a stronger effect; one-dose inhibition, % at 4 µM; EC50 in µM for titrated hits; actives 1% (n = 290,000); in the data active means inhibition mostly above about 36%, no sharp cut-off; inactive means mostly below about 34%;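 further: HEK-293T reporter cells stimulated with the NOD1 agonist gamma-tri-DAP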
GPR35 antagonists: inhibition of zaprinast-stimulated GPR35 beta-arrestin translocation – imaging, U2OS, beta-arrestin-GFP, zaprinast agonist, primary screen (AID 2058) | actives 0.052% (n = 290,000) | U2OS GPR35 beta-arrestin-GFP translocation imaging, zaprinast antagonism; higher % means a stronger effect | one-dose inhibition, % at 10 µM; IC50 in µM for titrated hits;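 active means inhibition of at least 50% with at least 30 cells and total cytoplasm GFP at most 10,000,000; inconclusive means under 30 cells or total GFP of 10,000,000 plus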
GPR55 antagonists: GPR55 antagonists blocking LPI-driven arrestin recruitment, primary screen, imaging, U2OS, beta-arrestin-GFP, LPI agonist (AID 2013); inhibition, % at 10 µM; hits with a dose series show IC50 in µM; actives 0.13% (n = 290,000); U2OS GPR55 beta-arrestin-GFP translocation imaging, LPI antagonism; higher % means a stronger effect;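 active means spots per cell inhibited over 60%, with over 100 cells counted and total cytoplasm intensity under 500,000; inconclusive means wells with under 100 cells, flagged as likely toxic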;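 further: U2OS cells stably carrying GPR55 and arrestin-GFP stimulated by 5 µM LPI near EC80; imaged beta-arrestin-GFP aggregate spots per cell after agonist stimulation; plate controls were LPI-stimulated DMSO wells for no effect and DMSO wells without LPI for full effect; some results filed as inactive read as strong as hits; confirmed hits need IC50 under 10 µM and bright autofluorescent wells are also inconclusive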
GPR55 activation: selective activators of receptor GPR55 – imaging, U2OS cells, beta-arrestin-GFP redistribution, primary screen (AID 1961). actives 0.048% (n = 290,000). U2OS GPR55 beta-arrestin-GFP redistribution imaging; higher % means a stronger effect. activation, % at 10 µM; hits with a dose series show EC50 in µM;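 active means activation above 40% with more than 50 cells counted in the well; inconclusive means wells holding fewer than 50 cells, flagged as toxic or sparse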;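 further: U2OS osteosarcoma cells stably expressing GPR55 and beta-arrestin-GFP; plate controls were DMSO negative control for no effect and LPI positive control for full effect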
KOR beta-arrestin-1: kappa opioid receptor activators – cell-based, luminescence, uHTS, primary screen (AID 1777) | actives 0.02% (n = 280,000) | KOR beta-arrestin recruitment, luminescence; higher % means a stronger effect | one-dose activation, % at 10 µM; EC50 in µM for titrated hits; in the data active means activation above about 50%, passing the limit was not always enough; further: a part of the inactive calls stands beside numbers as strong as those of hits
KOR beta-arrestin-2: kappa opioid receptor blockers – cell-based, luminescence, uHTS (AID 1778); KOR beta-arrestin recruitment, luminescence, antagonist mode; higher % means a stronger effect; one-dose inhibition, % at 10 µM; IC50 in µM for titrated hits; actives 0.091% (n = 290,000); further: strong numbers were not always called active
HEK293 NOD2/NF-kB: inhibition of NOD2-driven NF-kB reporter – cell-based, luminescence, uHTS, HEK293 (AID 1566). HEK293 NOD2/NF-kB luciferase reporter, luminescence; higher % means a stronger effect. one-dose inhibition, % at 4 µM; EC50 in µM for titrated hits. actives 0.63% (n = 290,000); further: many of its hits are not listed in these tables
Myeloid diff 2: myeloid differentiation induction; ER-HoxA9 myeloid progenitors, lysozyme-GFP differentiation, flow cytometry; calls only at 10 µM; actives 1% (n = 360,000); AID 624256;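 active means normalized GFP-positive differentiation at or above the plate's own cutoff, the solvent-only control mean plus 3 SD; inconclusive means no clear call, values can overlap the other calls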;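 further: cells exposed to compound for four days before flow analysis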
HIV peptide binding: inhibitors of HIV fusion peptide binding, primary screen, biochemical, uHTS, fluorescence dequenching (AID 1986). cell-free peptide binding, fluorescence dequenching, 30 min; higher % means a stronger effect. inhibition, % at 20 µM, or IC50 in µM where a hit was titrated. actives 0.3% (n = 290,000); in the data active means inhibition mostly above about 52%, no sharp cut-off; inactive means mostly below about 76%; further: some results filed as inactive read as strong as hits
Myeloid diff 2 GFP+ MAC1+ %: recorded beside Myeloid diff 2, whose call it bears; GFP+ MAC1+ double positive, %; measured here: differentiation confirmed by MAC1 staining
* hit, by the source's call; i = inactive; ? = inconclusive; nt = not tested or not shown; + = active, no number; & = joins results of further samples; [ ] = another dose, or the depositor's remark. Unless noted, no stated cut-off is given here; in the data, active means inhibition above about 50%; inactive means the rest. A portion of the library; rates above refer to the full screens.

SMILES	NOD1 inhibition	GPR35 antagonists	GPR55 antagonists	GPR55 activation	KOR beta-arrestin-1	KOR beta-arrestin-2	HEK293 NOD2/NF-kB	Myeloid diff 2	Myeloid diff 2 GFP+ MAC1+ %	HIV peptide binding
CCOc1ccccc1N1CCN(C2=C(NS(=O)(=O)c3cccs3)C(=O)c3ccccc3C2=O)CC1	-5%	12%	-1%	-0.1%	39%	5%	-20%	i	1.2	-0.2%
COc1cc(SC)ccc1C(=O)OCC(=O)N1CCCC1	-19%	9%	3%	0.2%	-0.9%	-5%	-24%	i	0.3	1.1%
O=C(Cn1ncc2c3ccccc3n(Cc3ccccc3)c2c1=O)NCCCN1CCCC1=O	-23%	-5%	7%	-0.1%	7.2%	-7%	19%	i	0.0	0.1%
O=C(Cn1cccc1C(=O)c1ccccc1)NCCC1=CCCCC1	24%	-9%	23%	0.2%	7.7%	-25%	2%	i	0.5	-0.7%
Cc1cccc(C)c1N1CCN(CCn2c(=S)[nH]c3ccccc3c2=O)CC1	12%	-11%	2%	0.3%	-0.7%	-117%[20 µM]	16%	i	0.6	1.2%
CC(=O)Nc1ccc(OCC(O)CN2C(C)CCCC2C)cc1 (stereo unspecified)	-32%	-16%	17%	-0.2%	-2.1%	10%	10%	i	0.3	-1.8%
COc1ccc(-c2nonc2NC(=O)c2ccco2)cc1OC	-18%	-12%	-7%	-0.1%	2.4%	-38%	6%	i	3.3	-0.5%
COCCn1c(C)cc(C2=NNC(=NC3CC3)SC2)c1C	107%*	-3%	16%	-0.6%	17%	-10%	94%*	i	0.4	2.5%
COc1ccc(/C(C)=N/NC(=O)c2nnn(-c3nonc3N)c2CN(C)c2ccccc2)cc1	-7%	-9%	22%	-0.1%	-0.9%	12%	18%	?	nt	0.5%
COC(=O)c1cc(NC(=O)c2ccccc2)c(=O)oc1C/C=N\OCc1ccc(Cl)cc1Cl	12%	18%	-3%	0.2%	6.9%	0%	-11%	i	0.8	0.9%
CC(=O)c1ccc(N=Cc2c(O)n(-c3cc(Cl)ccc3N3CCOCC3)c(=O)c3ccccc23)cc1	15%	6%	-19%	0.0%	1.4%	-34%	-24%	i	0.9	0.1%
CC(=O)Nc1ccc(-c2cc3ccccc3o2)cc1	-113%	-2%	-20%	-0.1%	0.3%	-18%	-94%	i	0.8	1.4%
Cc1c(NS(=O)(=O)c2ccc3c(c2)c(=O)n(C)c(=O)n3C)c(=O)n(-c2ccccc2)n1C	-11%	-7%	5%	-0.2%	-4.2%	-24%	10%	i	0.8	-1.0%
CCCCOCP(=O)(CCCC)COCCCC	-10%	10%	2%	0.2%	-3.0%	5%	19%	i	0.6	-0.4%
O=C(Nc1nccs1)c1cccc(S(=O)(=O)N2CCCC2)c1	18%	0%	6%	0.7%	4.7%	-33%	19%	i	1.2	0.7%
COc1ccc(CC(=O)NCc2ccccc2)cc1	-22%	-3%	-16%	-0.3%	1.3%	-83%[20 µM]	-18%	nt	nt	-0.9%
O=C(Nc1ccc2ccccc2c1)c1cccc(F)c1	-11%	14%	8%	-0.1%	2.7%	8%	-164%	i	0.4	0.8%
Cc1c(NC(=O)CN2C(=O)c3ccc([N+](=O)[O-])cc3C2=O)c(=O)n(-c2ccccc2)n1C	-4%	-12%	-11%	-0.4%	-1.5%	0%	1%	i	0.2	-1.6%
Cc1cc(Oc2ccc(C(C)(C)C)cc2)nc(N2CCOCC2)n1	2%	-4%	9%	-0.1%	-2.9%	4%	-5%	i	0.7	0.5%
CC(/C=C/c1ccc2c(c1)OCO2)=N/NC(=O)c1ccc(C)nc1	-23%	-3%	1%	0.3%	1.1%	35%	-14%	i	0.4	-0.9%
Cc1ccccc1Oc1cccc(C(=O)/C(C#N)=C/N(C)C)c1	-45%	-6%	4%	-0.2%	-3.8%	2%	-29%	i	0.0	-0.9%
O=C(CSCc1ccccc1)Nc1ccc(F)c(F)c1	-34%	-3%	0%	-0.1%	0.8%	28%	-52%	i	0.5	3.7%
COC(=O)C(Cc1ccccc1)NC(=S)NC(=O)c1ccccc1 (stereo unspecified)	-13%	22%	19%	1.1%	-4.0%	28%	6%	i	0.4	-0.9%
O=C(NCc1ccccc1Cl)c1ccc2c(c1)SC1=NS(=O)(=O)CCN12	-21%	-17%	-9%	-0.1%	-3.2%	1%[20 µM]	-12%	i	0.1	-0.5%
O=C(NC(c1ccccc1)c1ccccc1)N1CCOCC1	-24%	-19%	-8%	-0.7%	4.4%	-30%	-3%	i	0.8	0.8%

Overlap with the part before: 2 compounds; new compounds follow.
SMILES	NOD1 inhibition	GPR35 antagonists	GPR55 antagonists	GPR55 activation	KOR beta-arrestin-1	KOR beta-arrestin-2	HEK293 NOD2/NF-kB	Myeloid diff 2	Myeloid diff 2 GFP+ MAC1+ %	HIV peptide binding
O=C(NCc1ccccc1Cl)c1ccc2c(c1)SC1=NS(=O)(=O)CCN12	-21%	-17%	-9%	-0.1%	-3.2%	1%[20 µM]	-12%	i	0.1	-0.5%
O=C(NC(c1ccccc1)c1ccccc1)N1CCOCC1	-24%	-19%	-8%	-0.7%	4.4%	-30%	-3%	i	0.8	0.8%
CN1CCN(C(=O)CNC(=O)Cc2ccc(Cl)cc2)CC1	-34%	5%	-7%	-0.1%	-4.6%	-10%	4%	i	0.9	1.0%
COc1cccc(C2=NOC(C(=O)Nc3cccnc3Cl)C2)c1 (stereo unspecified)	-17%	-13%	14%	-0.1%	-8.8%	-10%	4%	i	0.3	2.3%
COC(=O)[C@H](CC(C)C)NC(=O)Nc1ccc2c(c1)OCCO2	4%	-3%	7%	-0.3%	2.3%	36%	-1%	i	0.4	-2.4%
COc1ccc(S(=O)(=O)N2CCOCC2)cc1N=Nc1sc(N)nc1-c1ccccc1	-21%	-6%	9%	0.2%	-5.3%	23%	28%	i	0.5	-0.8%
Cc1cc(N(C)C)cc(C)[n+]1[O-]	7%	-16%	2%	-0.2%	nt	16%	12%	i	0.9	0.7%
Nc1c(-c2ccccc2)c(CN2CCOCC2)nn1-c1cccc([N+](=O)[O-])c1	-18%	-4%	12%	-0.7%	2.5%	7%	16%	i	0.1	-1.8%
COc1ccc(C(C[N+](=O)[O-])c2c(C)cc3ccccn23)c(OC)c1 (stereo unspecified)	5%	6%	4%	-0.2%	-3.4%	-118%	-12%	?	nt	4.1%
O=C(CC1S/C(=N/N=C/C=C/c2ccccc2)NC1=O)Nc1ccc(Cl)c(Cl)c1 (stereo unspecified)	-34%	9%	0%	0.3%	3.8%	1%	-3%	i	0.8	1.3%
CCCc1ccc(C(=O)NNC(=O)c2ccc(Br)cc2)cc1	9%	4%	1%	-0.2%	0.9%	0%	14%	i	1.2	-2.6%
Cc1c(CC(=O)N2C[C@H]3C[C@@H](C2)c2cccc(=O)n2C3)c(=O)oc2cc3occ(C(C)(C)C)c3cc12	-22%	0%	13%	-0.1%	-2.1%	-22%[20 µM]	12%	i	2.0	-0.3%
O=[N+]([O-])c1ccc(/C=C/C2=NN(c3ccccc3)C(c3ccco3)C2)o1 (stereo unspecified)	-39%	16%	11%	22%	-4.6%	23%	8%	+	18*	19%
COC(=O)c1cc2sc(Cl)cc2n1CC(=O)Nc1ccc(OC)c(OC)c1OC	-2%	-4%	30%	-0.1%	1.2%	11%	14%	i	8.7	2.2%
COc1ccc(-c2csc(N(CCCN(C)C)C(=O)c3ccc(F)cc3)n2)cc1	-8%	1%	4%	1.3%	-0.5%	30%	-8%	i	1.4	2.1%
Cc1cc(C)c2cc(C#N)c(SCC(=O)NCc3ccco3)nc2c1	-26%	-13%	14%	-0.1%	-0.5%	1%	-28%	i	1.7	17%
Oc1cccc(-c2nc3ccccc3s2)c1	9%	10%	-6%	-0.1%	-5.5%	24%	-152%	i	0.6	-2.9%
CCNc1nc(NCC)nc(Oc2ccc(C(=O)OC)cc2)n1	-10%	-3%	6%	-0.3%	0.4%	40%	0%	i	1.4	-1.4%
O=C(NC1CCOCC1)C1CCC(=O)N(CCc2ccc(Cl)cc2)C1 (stereo unspecified)	-30%	-15%	-9%	-0.2%	5.4%	-18%	1%	i	0.4	0.0%
O=C(Nc1ccc2c(c1)OCO2)C1CCCN(S(=O)(=O)c2cccs2)C1 (stereo unspecified)	4%	11%	-7%	-0.1%	-0.5%	-29%	-4%	i	0.6	-0.5%
CC(C)(C)c1ccc(C(=O)NN2C(=O)CSC2=S)cc1	-10%	9%	-8%	-0.2%	nt	-24%	-6%	i	0.7	4.2%
O=Cc1ccc(N2CCCCC2)cc1	-18%	-5%	3%	0.0%	-4.2%	18%	-3%	i	0.1	1.5%
OCCN1CCN(C(=S)Nc2cccc(C(F)(F)F)c2)CC1	1%	-16%	3%	0.0%	3.9%	13%	-5%	i	1.2&0.6	0.8%

A few values from the entries so far.
In KOR beta-arrestin-2, COc1ccc(/C(C)=N/NC(=O)c2nnn(-c3nonc3N)c2CN(C)c2ccccc2)cc1 has the entry 12%
In NOD1 inhibition, CN1CCN(C(=O)CNC(=O)Cc2ccc(Cl)cc2)CC1 has the entry -34%
In HEK293 NOD2/NF-kB, O=C(NC1CCOCC1)C1CCC(=O)N(CCc2ccc(Cl)cc2)C1 (stereo unspecified) has the entry 1%

Random excerpt: seven records from the list
SMILES	NOD1 inhibition	GPR35 antagonists	GPR55 antagonists	GPR55 activation	KOR beta-arrestin-1	KOR beta-arrestin-2	HEK293 NOD2/NF-kB	Myeloid diff 2	Myeloid diff 2 GFP+ MAC1+ %	HIV peptide binding
OCCN1CCN(C(=S)Nc2cccc(C(F)(F)F)c2)CC1	1%	-16%	3%	0.0%	3.9%	13%	-5%	i	1.2&0.6	0.8%
CC(C)(C)c1ccc(C(=O)NN2C(=O)CSC2=S)cc1	-10%	9%	-8%	-0.2%	nt	-24%	-6%	i	0.7	4.2%
Oc1cccc(-c2nc3ccccc3s2)c1	9%	10%	-6%	-0.1%	-5.5%	24%	-152%	i	0.6	-2.9%
O=Cc1ccc(N2CCCCC2)cc1	-18%	-5%	3%	0.0%	-4.2%	18%	-3%	i	0.1	1.5%
CCNc1nc(NCC)nc(Oc2ccc(C(=O)OC)cc2)n1	-10%	-3%	6%	-0.3%	0.4%	40%	0%	i	1.4	-1.4%
O=[N+]([O-])c1ccc(/C=C/C2=NN(c3ccccc3)C(c3ccco3)C2)o1 (stereo unspecified)	-39%	16%	11%	22%	-4.6%	23%	8%	+	18*	19%
COc1ccc(S(=O)(=O)N2CCOCC2)cc1N=Nc1sc(N)nc1-c1ccccc1	-21%	-6%	9%	0.2%	-5.3%	23%	28%	i	0.5	-0.8%
